GSK3beta inhib = blocks human GSK3beta kinase activity | P49841 | GST-GSK3beta kinase, ADP-Glo luminescence, 60 min; hits give low values | activity score (negative = inhibition), % at 10 µM | 300,000 compounds, 0.038% hits;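 active = more than half of replicate wells score below -50%, meaning over 50% inhibition versus plate controls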;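 note: 0% = median DMSO wells and -100% = median GW8510 positive control wells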
Target sequence (P49841 whole entry, looked up): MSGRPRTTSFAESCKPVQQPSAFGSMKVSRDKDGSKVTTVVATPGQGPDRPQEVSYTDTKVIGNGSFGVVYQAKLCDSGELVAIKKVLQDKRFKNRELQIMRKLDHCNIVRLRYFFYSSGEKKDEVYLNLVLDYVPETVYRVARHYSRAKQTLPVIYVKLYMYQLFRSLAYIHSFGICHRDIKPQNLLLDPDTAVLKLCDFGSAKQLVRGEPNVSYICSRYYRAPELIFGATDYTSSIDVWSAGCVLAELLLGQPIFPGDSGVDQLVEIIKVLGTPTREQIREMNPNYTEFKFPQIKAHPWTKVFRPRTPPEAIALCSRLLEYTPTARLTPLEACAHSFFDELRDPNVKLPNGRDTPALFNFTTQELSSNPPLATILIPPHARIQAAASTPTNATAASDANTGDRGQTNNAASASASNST
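Assay system: GST-fused GSK3beta enzyme, cell-free / Medium: Tris pH 7.5 buffer with MgCl2, DTT, BSA, heparin / Also added: peptide substrate plus 25 µM ATP (final) / Compound: 10 µM single point / Timing: kinase reaction with compound 60 min at room temperature / Detection: ADP-Glo luminescence / Benchmarks: DMSO neutral wells and GW8510 at 20 µM as positive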
IEC-6 cytotox = counter-screen for KLF5 inhibitors: cytotoxicity in IEC-6 cells. IEC-6 cytotoxicity, luminescence viability. inhibition, % at 5 µM. 290,000 compounds, 0.78% hits; in the data active = inhibition above about 22%;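 note: 0% = plate median of test compound wells and 100% = cytotoxic reference compound wells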
HSF1 activator = increases HSF-1 driven luciferase reporter signal | NIH3T3-HGL HSF-1 luciferase reporter, MG132, 8 h; 100% = twice DMSO control signal | activation, % at 9 µM | 300,000 compounds, 1.7% hits | AID 504408;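 active = mean replicate activation of at least 50% with a set share of replicates each reaching 50%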;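 note: 0% = median of the neutral control wells and 100% = twice that signal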
GSK3 alpha inh = inhibitors of human GSK-3 alpha kinase | ADP-Glo luminescence, 60 min | 320,000 compounds, 0.1% hits | P49840 | AID 2650 | inhibition, % at 10 µM;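 in the data active = inhibition above about 50%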;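 note: GST-tagged GSK-3 alpha with peptide substrate and 25 µM ATP; 0% = DMSO neutral wells and 100% = GW8510 positive control wells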
Target sequence (P49840 whole entry, looked up): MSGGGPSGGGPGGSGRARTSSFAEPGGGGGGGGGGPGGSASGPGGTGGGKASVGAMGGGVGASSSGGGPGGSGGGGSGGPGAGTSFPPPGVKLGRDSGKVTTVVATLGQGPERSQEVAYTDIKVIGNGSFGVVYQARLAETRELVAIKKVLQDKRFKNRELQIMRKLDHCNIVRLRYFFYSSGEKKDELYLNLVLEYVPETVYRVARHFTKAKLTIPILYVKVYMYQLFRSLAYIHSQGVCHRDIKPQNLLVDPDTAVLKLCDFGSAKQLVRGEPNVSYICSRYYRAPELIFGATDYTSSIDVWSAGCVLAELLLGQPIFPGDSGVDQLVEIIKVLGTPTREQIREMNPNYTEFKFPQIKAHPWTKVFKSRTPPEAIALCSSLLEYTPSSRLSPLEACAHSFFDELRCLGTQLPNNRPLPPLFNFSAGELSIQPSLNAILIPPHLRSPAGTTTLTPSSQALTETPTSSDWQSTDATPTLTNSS
HSF1 inh = HSF1 inhibition; AID 2098; activity change, negative = inhibition, % at 7.5 µM (by protocol); NIH3T3-HGL HSE-luciferase, MG132-induced, luminescence 8 h; hits give low values; 300,000 compounds, 0.77% hits;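 active = more than half of replicate wells show activity change below -50%, luminescence cut by over half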;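 note: luciferase reports HSF-1 transcriptional activity via heat shock element; 0% = median of DMSO wells and -100% = zero luminescence signal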
HIF activator = HIF pathway transcriptional activation. U2OS HRE-luciferase reporter, luminescence; normalized: DMSO 0%, desferrioxamine 100%. activation, % at 7.5 µM (by protocol). 300,000 compounds, 0.32% hits;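 active = mean activation of at least 10% of the iron chelator positive control signal, with at least half of replicates also reaching 10%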
KLF5 inh = suppresses KLF5 promoter-driven expression; 290,000 compounds, 0.23% hits; AID 1700; inhibition, % at 5 µM; DLD-1 KLF5 promoter-luciferase reporter, luminescence;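 active = inhibition above a per-plate limit of that plate's mean compound inhibition plus 3 SD, cut at about 60% in these data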;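 note: 0% = DMSO wells and 100% = LY294002 at 200 µM; higher means less KLF5 promoter-driven luciferase light; inactives centre near -14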
HSP90 refold inh = inhibitors of HSP90 luciferase refolding in rabbit reticulocyte lysate; luciferase refolding luminescence, 3 h; inhibition, % at 5.6 µM; 290,000 compounds, 0.91% hits; AID 1789;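 active = inhibition above the screen-wide mean plus 3 SD, computed separately per campaign, cut at about 16% in these data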;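 note: 0% = DMSO wells and 100% = 60 µM geldanamycin wells; inhibitors lower the luminescence because luciferase stays unfolded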
AI-2 QS mod = modulates the Vibrio harveyi AI-2 quorum sensing system | Vibrio harveyi JMH597 AI-2 luminescence/OD600 ratio, 9 h; hits give low values; strain lacks LuxN and CqsS sensors; 0 = neutral-control median | activity change, % at 7.5 µM | 300,000 compounds, 0.4% hits; in the data active = activity change below about -75%, passing the limit was not always enough;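 note: luminescence divided by OD600 gain over 9 h not by final OD600 alone; inactives centre near 13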
aSyn 5UTR inh = 5' untranslated region of α-synuclein, MLPCN primary screen; alpha-synuclein 5'UTR reporter, inhibitor activity; 300,000 compounds, 0.82% hits; inhibition, % (tested at 7.5 µM); in the data active = inhibition above about 60%;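 note: H4 neuroglioblastoma cells stably carrying SNCA 5'UTR luciferase fusion; 0% = DMSO wells and 100% = positive control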
The depositor's hits bear a star; x = not tested or not shown. The order is random; about 4.7% have a hit in one of these screens.

SMILES	GSK3beta inhib	IEC-6 cytotox	HSF1 activator	GSK3 alpha inh	HSF1 inh	HIF activator	KLF5 inh	HSP90 refold inh	AI-2 QS mod	aSyn 5UTR inh
CCCCCc1ccc(-c2cn(Cc3ccc([N+](=O)[O-])cc3)nn2)cc1	2	4	0	-1	1	-4.1	-33	0	29	8
C=CCSc1nc2c(cc1C#N)CCC2	-3	2	1	0	1	1.3	-3	6	27	-34
COc1ccccc1NC(=O)Cc1nn(C)c(=O)c2ccccc12	4	1	30	2	0	1.2	-9	-3	4	-20
O=C(O)c1ccc(N=NN2CCCCC2)cc1	1	6	-3	0	3	1.2	-82	10	-32	-85
CNC(=S)NN(C)c1nc(C)cc(C)n1	1	-5	-19	0	-9	0.0	-6	1	12	5
C/C(=N/NS(=O)(=O)c1ccc(Cl)cc1)c1ccc2c(c1)OCO2	-1	x	3	-5	-4	-0.1	x	x	14	-11
COC(=O)c1ccccc1NC(=O)c1ccc2c(c1)C(=O)N(Cc1ccco1)C2=O	3	-1	8	0	-7	-0.4	-21	-1	10	0
CNC(=O)c1cccn1-c1ccsc1C(=O)OC	1	3	-15	-1	1	-0.1	19	2	22	-17
CCCN1CCCc2cc(CN)ccc21	-3	6	x	0	x	0.0	-13	1	33	12
O=C(COc1ccccc1)NCC(=O)N/N=C/c1cc(Br)ccc1OCc1ccccc1	0	8	23	1	7	0.5	-6	2	6	-58
CC(=O)Nc1ccc(S(=O)(=O)Oc2cccc(/C=N/N=C3/NC(=O)C(CC(=O)O)S3)c2)cc1 (centres undefined)	1	6	3	-4	14	0.0	-24	1	19	11
Cc1ccc(S(=O)(=O)NCc2ccccc2)cc1C(=O)NCc1ccccn1	3	-3	-2	0	-1	0.4	1	-10	3	-7
COc1ccc(/C=C/C(=O)OCC(=O)Nc2ccc(Cl)cn2)cc1	0	-3	2	1	2	-0.4	6	2	34	17
O=C(N[C@@H](Cc1c[nH]c2ccccc12)C(=O)O)c1ccc(Cl)cc1	-2	-4	-1	-6	-7	0.1	-21	0	13	-7
CCCCN1CC(O)=C(c2nc3ccccc3s2)C1=N	1	2	9	0	19	0.2	-32	-2	3	-167

14 compounds already listed, sorted by SMILES length, ascending.
SMILES	GSK3beta inhib	IEC-6 cytotox	HSF1 activator	GSK3 alpha inh	HSF1 inh	HIF activator	KLF5 inh	HSP90 refold inh	AI-2 QS mod	aSyn 5UTR inh
CCCN1CCCc2cc(CN)ccc21	-3	6	x	0	x	0.0	-13	1	33	12
C=CCSc1nc2c(cc1C#N)CCC2	-3	2	1	0	1	1.3	-3	6	27	-34
CNC(=S)NN(C)c1nc(C)cc(C)n1	1	-5	-19	0	-9	0.0	-6	1	12	5
O=C(O)c1ccc(N=NN2CCCCC2)cc1	1	6	-3	0	3	1.2	-82	10	-32	-85
CNC(=O)c1cccn1-c1ccsc1C(=O)OC	1	3	-15	-1	1	-0.1	19	2	22	-17
CCCCN1CC(O)=C(c2nc3ccccc3s2)C1=N	1	2	9	0	19	0.2	-32	-2	3	-167
COc1ccccc1NC(=O)Cc1nn(C)c(=O)c2ccccc12	4	1	30	2	0	1.2	-9	-3	4	-20
COc1ccc(/C=C/C(=O)OCC(=O)Nc2ccc(Cl)cn2)cc1	0	-3	2	1	2	-0.4	6	2	34	17
C/C(=N/NS(=O)(=O)c1ccc(Cl)cc1)c1ccc2c(c1)OCO2	-1	x	3	-5	-4	-0.1	x	x	14	-11
CCCCCc1ccc(-c2cn(Cc3ccc([N+](=O)[O-])cc3)nn2)cc1	2	4	0	-1	1	-4.1	-33	0	29	8
O=C(N[C@@H](Cc1c[nH]c2ccccc12)C(=O)O)c1ccc(Cl)cc1	-2	-4	-1	-6	-7	0.1	-21	0	13	-7
O=C(COc1ccccc1)NCC(=O)N/N=C/c1cc(Br)ccc1OCc1ccccc1	0	8	23	1	7	0.5	-6	2	6	-58
COC(=O)c1ccccc1NC(=O)c1ccc2c(c1)C(=O)N(Cc1ccco1)C2=O	3	-1	8	0	-7	-0.4	-21	-1	10	0
CC(=O)Nc1ccc(S(=O)(=O)Oc2cccc(/C=N/N=C3/NC(=O)C(CC(=O)O)S3)c2)cc1 (centres undefined)	1	6	3	-4	14	0.0	-24	1	19	11

Next compounds follow.
SMILES	GSK3beta inhib	IEC-6 cytotox	HSF1 activator	GSK3 alpha inh	HSF1 inh	HIF activator	KLF5 inh	HSP90 refold inh	AI-2 QS mod	aSyn 5UTR inh
CCOc1ccc(NC(=O)CN(C)S(=O)(=O)c2cnc[nH]2)cc1	-7	2	-1	-2	-10	1.1	-32	0	17	-17
N#Cc1ccc(C(=O)Nc2cc(S(=O)(=O)Nc3ccc(Cl)cc3)ccc2N2CCCCC2)cc1	-3	0	-13	-2	9	-0.7	-15	-1	2	-30
c1ccc2c(c1)OCC(c1nnc3n1-c1ccccc1SC3)O2 (centres undefined)	-1	-2	3	0	-1	-0.3	-10	0	20	25
Cc1cccc(N2CCN(CC(O)COc3ccc(Cl)cc3)CC2)c1 (centres undefined)	0	-4	-3	-1	-3	-1.4	-24	-4	16	9
COc1ccccc1NC(=O)N(c1c(N)n(Cc2ccccc2)c(=O)[nH]c1=O)C1CCCC1	-2	6	10	1	4	-0.4	-23	3	16	8
COc1ccc(Nc2cc(Cl)ccc2C(=O)O)cn1	2	-1	13	-3	1	1.3	-12	-1	54	7
Cc1ccc(C(=O)NNC(=O)C2CCN(S(=O)(=O)c3ccc(Cl)cc3)CC2)cc1	0	-2	3	1	1	-0.3	0	-2	21	10
COc1ccc(NC(=O)CC2C(=O)N(Cc3ccco3)C(=S)N2C(C)C)cc1 (centres undefined)	2	-9	23	2	7	-0.1	-8	-4	14	12
CN1/C(=C/C(=O)c2ccc(Cl)cc2)Sc2cc3c(cc21)OCO3	-1	0	37	0	15	3.1	6	-3	14	-160
CC(C)[C@H](CO)Nc1nc(NCc2ccc(S(N)(=O)=O)cc2)c2ncn(C(C)C)c2n1	-35	x	-2	19	-11	-0.1	x	x	9	8
Nn1c(SCCOc2ccc(Cl)cc2)nnc1-c1cccnc1	-3	3	27	-2	4	0.4	-11	13	22	-54
CCOC(=O)C1=C(C)Nc2ncnn2C1c1c[nH]c2ccccc12 (centres undefined)	-74*	1	-2	71*	-7	0.4	0	1	16	17
CC(=O)C1=C(C)NC(SCC(=O)c2ccc(F)cc2)=C(C#N)C1c1ccco1 (centres undefined)	-15	0	14	-1	10	0.8	-32	-1	1	18
COC(C/C=C\[C@@H](O)COCc1ccccc1)OC	28	x	10	x	0	-0.3	x	x	9	-3
Cc1c(-c2nc(-c3ccc(C(F)(F)F)cc3)no2)n(C)oc1=O	0	4	36	-2	17	1.6	-105	18*	9	-82
O=C(CNS(=O)(=O)c1ccc(Br)cc1)NC1CCCC1	3	6	-14	-1	1	0.3	-26	1	8	3
O=C(Nc1ccc(C(=O)O)cc1)/C(=C\c1ccco1)NC(=O)c1ccc(Br)o1	6	-12	1	-2	-3	-0.4	-39	-1	19	-6
COc1cc(/C=C/C(=O)OCC(=O)NCC2CCCO2)ccc1OCC#N (centres undefined)	2	1	-13	-2	-5	0.2	-6	1	19	8
Cn1c(N)c(Sc2ccc([N+](=O)[O-])cc2)c(=O)n(C)c1=O	0	0	3	1	-5	0.1	-45	1	35	0
CCC/C=C1/CCCOC(C(=O)NCc2ccc(S(C)(=O)=O)cc2)(C(F)(F)F)C1 (centres undefined)	0	x	-19	-2	-1	0.0	x	x	-1	22
COC(=O)[C@H](Cc1ccccc1)NC(=O)N1CCN(c2ccc(F)cc2)CC1	1	-2	21	1	-1	0.1	-11	0	4	-23
CC(C)NC(=O)Nc1cccs1	-3	-1	14	4	1	-1.0	-35	1	20	10
CC(Sc1nccn1C)C(=O)c1c(N)n(C)c(=O)n(C)c1=O (centres undefined)	0	x	-9	-1	-3	-0.3	x	x	24	-1
Cc1ccc(C(=O)C(OC(=O)c2cnccn2)c2ccccc2)cc1C (centres undefined)	0	-2	11	-1	-1	-0.4	-13	0	3	-9
O=C(Nc1ccc(F)cc1)C(=O)c1c(O)[nH]c2ccc([N+](=O)[O-])cc12	-3	-2	7	-1	1	0.8	-12	-2	41	-36
COc1ccc(N=C(N)SCc2ccccn2)cc1	1	6	17	-2	12	3.8	-22	-4	9	-79
O=C(Nc1c[nH]c(=O)[nH]c1=O)c1cc([N+](=O)[O-])cc([N+](=O)[O-])c1	4	-11	2	1	-1	-7.4	-21	4	23	-8
NC(N)=NNC(=O)c1ccccc1Cl	-1	-12	4	-1	-7	0.3	-13	-4	4	5
Cc1noc(C)c1COc1ccc(C(=O)NCc2ccccn2)cc1	1	-4	-2	-2	2	0.6	-19	-1	15	9
Cc1c(C(=O)O)sc2nc3n(c(=O)c12)CCC(C)CC3 (centres undefined)	0	1	13	5	-7	-0.4	-12	5	12	6
CCCNC(=O)CN(c1ccc(F)cc1)S(=O)(=O)c1ccc2c(c1)OCCO2	3	-2	30	-6	-1	0.1	-36	-1	12	18
C/C(=N\NC(=O)CSc1nc2ccccc2[nH]1)c1ccncc1	-1	4	12	-2	-1	0.0	-28	4	-2	4
Cn1nccc1C(=O)N1CCc2c([nH]c3ccccc23)C1c1ccc(F)cc1 (centres undefined)	3	5	17	2	3	0.1	-16	-1	17	11
CCCC(=O)Nc1ccccc1-c1nnn(CC(=O)Nc2ccc(OCC)cc2)n1	1	5	4	-4	-3	0.1	-20	2	10	29
CC(=O)NC1(c2ccccc2)CCN(c2cc(C)nc(-c3ccccc3)n2)CC1	1	-2	5	0	-8	-0.5	-37	-2	9	13
CCOc1cc2[nH]c(=S)n(CCN3CCCCC3C)c(=O)c2cc1OCC (centres undefined)	2	7	-23	-3	-9	-0.1	10	3	20	19
CCC(=O)N1CCc2cc(S(=O)(=O)NC(Cc3ccccc3)C(=O)NC3CCCCC3C)ccc21 (centres undefined)	3	5	6	0	0	-0.1	8	4	-4	5
O=C(CN1CCCCCC1)N/N=C/c1ccc2ccccc2c1	0	4	7	-1	4	1.0	-26	0	26	-15
O=C(Nc1ccc(F)cc1F)c1cc(Cl)sc1Cl	1	-7	13	-1	9	0.4	-41	-1	14	-50
CCOc1cc(C2C3=C(CCCC3=O)N(C)C3=C2C(=O)CCC3)cc(Cl)c1O	2	6	5	1	-2	-1.3	-9	-1	23	9
CCS(=O)(=O)c1ncc(CO)n1CCc1ccccc1	0	-1	-7	0	-2	0.2	-21	0	22	-2

From PubChem BioAssay
